High-throughput results: PubChem, Sanford-Burnham Center for Chemical Genomics
H9c2 TAG inh: reduces triacylglycerol accumulation in H9c2 cells. Nile Red lipid (TAG) fluorescence; cells loaded with 200 µM oleic acid. inhibition, % at 12.5 µM. 0.66% of 230,000 active;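 active means pattern-corrected inhibition of lipid staining of at least 50% with the nuclear-stain viability signal not falling by more than 50%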;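 further: 0% = DMSO wells and 100% = triacsin C control wells; some results filed as inactive read as strong as hits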
H9c2 TAG inh DAPI viability: recorded beside H9c2 TAG inh, whose call it bears; DAPI nuclei signal change (viability), lower = more cytotoxic, %;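 whole-well DAPI fluorescence read on a plate reader as a viability signal; minus 50 percent equals half of cells still viable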
* hit, by the source's call.

The first two records, ahead of the listing:
#1 O=C(Nc1c(C(=O)N2CCCCC2)cnn1-c1ccccc1)c1ccccc1F
#2 COc1cc2c(cc1OC)C(c1c(-c3c(Cl)cccc3Cl)noc1C)=NCC2
entry no.,1,2
H9c2 TAG inh,-11.5,-7.1
H9c2 TAG inh DAPI viability,6.3,5.8

The list itself, previewed entries included:
#1 O=C(Nc1c(C(=O)N2CCCCC2)cnn1-c1ccccc1)c1ccccc1F
#2 COc1cc2c(cc1OC)C(c1c(-c3c(Cl)cccc3Cl)noc1C)=NCC2
#3 C=C(C)CN(CC)C(=O)CC1C(=O)NCCN1C (stereo not given)
#4 Cc1ccccc1-c1nc2cc(NC(=O)C3CC3)ccc2o1
#5 Clc1ccc(C2=Nc3cc(Cl)ccc3OC2)cc1
entry no.,1,2,3,4,5
H9c2 TAG inh,-11.5,-7.1,-2.1,17.6,-1.3
H9c2 TAG inh DAPI viability,6.3,5.8,9.5,3.6,-12.4

#6 C#CCOCCOCCOCCNc1nc(N2CCN(C(=O)CCCCCCCCCCNC(=O)Cn3cc(C[C@@H](C)O)nn3)CC2)nc(N2CCN(C(=O)CCCCCCCCCCNC(=O)[C@H](CCCCN)n3cc(C[C@@H](C)CC)nn3)CC2)n1
#7 COc1ccc(NS(=O)(=O)c2cccc(C(=O)NNC(=O)CNC(=O)c3ccco3)c2)cc1
#8 COc1ccc(/C=N/NC(=O)c2sc(C)nc2C)cc1
#9 CCCCCc1c(O)nc(SCCN2CCOCC2)[nH]c1=O
#10 O=C(C1CCCN(S(=O)(=O)c2cccs2)C1)N1CCN(C2CCCCC2)CC1 (stereo not given)
entry no.,6,7,8,9,10
H9c2 TAG inh,-18.7,-0.4,13.5,-1.6,7.7
H9c2 TAG inh DAPI viability,2.3,12.6,-14.5,-6.6,-5.8

#11 Cc1cc(C(=O)O)ccc1N/C=C1\CCCC(C)C1=O (stereo not given)
#12 COc1cccc(CN(C)C(=O)CN2C(=O)NC3(CCCc4ccccc43)C2=O)c1 (stereo not given)
#13 Cc1c(P(=S)(c2ccccc2)c2ccccc2)[n+]2ccccc2n1CCc1ccccc1
#14 COc1ccccc1C(=O)C1CCCN(Cc2cccc3nccnc23)C1 (stereo not given)
#15 CCOc1cc2[nH]c(=O)n(CCCCCC(=O)NCc3ccco3)c(=O)c2cc1OCC
entry no.,11,12,13,14,15
H9c2 TAG inh,10.6,14.8,19.8,-9.3,4.2
H9c2 TAG inh DAPI viability,5.7,-0.4,-18.8,14.0,-10.7

#16 CSc1ccc(CNCC2CCCO2)cc1 (stereo not given)
#17 O=C(Nc1ccc(C(=O)NC2CCCCC2)cc1)c1cncc(Br)c1
#18 COc1cc(CCCN2C(=O)C(=O)NC[C@@H]2Cc2ccc(O)cc2)cc(OC)c1OC
#19 CCCc1cc(=O)n2[nH]c(-c3ccccc3)cc2n1
#20 CC(=O)Nc1cc(OC(=O)c2ccco2)cc(OC(=O)c2ccco2)c1
entry no.,16,17,18,19,20
H9c2 TAG inh,12.0,3.2,2.5,-10.4,4.5
H9c2 TAG inh DAPI viability,-4.1,1.9,2.3,0.3,-3.6

#21 CCOC(=O)C(=NO)C1=CSC2=NNC(C)(C)N12
#22 Cc1ccccc1C(=O)N1CCC(C(=O)N2CCN(Cc3ccc4c(c3)OCO4)CC2)CC1
#23 CC(=O)Nc1ccc(S(=O)(=O)N(C#N)c2nc(N(C)C)nc(N(C)C)n2)cc1
#24 Brc1ccc2ncnc(NCc3ccco3)c2c1
#25 NC(=O)CC(NC(=O)Cc1ccc(Br)cc1)c1ccc(N2CCC(Br)CC2)c([N+](=O)[O-])c1 (stereo not given)
entry no.,21,22,23,24,25
H9c2 TAG inh,18.0,-23.7,-4.4,-19.3,1.2
H9c2 TAG inh DAPI viability,-5.2,1.9,-0.4,-12.6,-7.1

#26 CC1=CCC(C(=O)O)C(C(=O)Nc2ccc(-c3nc4ccc(C)cc4s3)cc2)C1 (stereo not given)
#27 CCOC(=O)N1CCN(c2ccc(O)cc2)CC1
#28 O=c1[nH]c2cccnc2n1-c1ccc([N+](=O)[O-])cc1
#29 COC(=O)C1=C(C)NC(=O)NC1/C=C/c1ccccc1 (stereo not given)
#30 COc1ccccc1C(=O)NCCC(=O)NCCCSc1ccccc1
entry no.,26,27,28,29,30
H9c2 TAG inh,1.7,-16.0,-6.1,-32.8,11.5
H9c2 TAG inh DAPI viability,2.0,0.3,2.3,0.8,-0.4

#31 CSCCC(NS(=O)(=O)c1ccc(C)cc1)C(=O)N(C)CC(=O)Nc1ccccc1Br (stereo not given)
#32 CCC(C)c1ccc(NC(=O)NCCN2CCCCC2)cc1 (stereo not given)
#33 COc1cc(C)cc2c1OC(c1ccccc1)CC2=O (stereo not given)
#34 COc1ccc(C2NN=C(c3ccc(C)cc3)S2)cc1OC (stereo not given)
#35 CCN(CC)CCNC(=O)C1c2ccccc2C(=O)N(C)C1c1cn(C)c2ccccc12 (stereo not given)
entry no.,31,32,33,34,35
H9c2 TAG inh,-39.8,-7.9,1.4,-18.4,10.7
H9c2 TAG inh DAPI viability,3.9,8.6,-1.1,73.7,-1.5

Arranged by length of the SMILES (rising): part of the list above.
#27 CCOC(=O)N1CCN(c2ccc(O)cc2)CC1
#33 COc1cc(C)cc2c1OC(c1ccccc1)CC2=O (stereo not given)
#32 CCC(C)c1ccc(NC(=O)NCCN2CCCCC2)cc1 (stereo not given)
#9 CCCCCc1c(O)nc(SCCN2CCOCC2)[nH]c1=O
#34 COc1ccc(C2NN=C(c3ccc(C)cc3)S2)cc1OC (stereo not given)
#4 Cc1ccccc1-c1nc2cc(NC(=O)C3CC3)ccc2o1
#14 COc1ccccc1C(=O)C1CCCN(Cc2cccc3nccnc23)C1 (stereo not given)
entry no.,27,33,32,9,34,4,14
H9c2 TAG inh,-16.0,1.4,-7.9,-1.6,-18.4,17.6,-9.3
H9c2 TAG inh DAPI viability,0.3,-1.1,8.6,-6.6,73.7,3.6,14.0

#20 CC(=O)Nc1cc(OC(=O)c2ccco2)cc(OC(=O)c2ccco2)c1
#10 O=C(C1CCCN(S(=O)(=O)c2cccs2)C1)N1CCN(C2CCCCC2)CC1 (stereo not given)
#12 COc1cccc(CN(C)C(=O)CN2C(=O)NC3(CCCc4ccccc43)C2=O)c1 (stereo not given)
#15 CCOc1cc2[nH]c(=O)n(CCCCCC(=O)NCc3ccco3)c(=O)c2cc1OCC
#26 CC1=CCC(C(=O)O)C(C(=O)Nc2ccc(-c3nc4ccc(C)cc4s3)cc2)C1 (stereo not given)
#18 COc1cc(CCCN2C(=O)C(=O)NC[C@@H]2Cc2ccc(O)cc2)cc(OC)c1OC
#22 Cc1ccccc1C(=O)N1CCC(C(=O)N2CCN(Cc3ccc4c(c3)OCO4)CC2)CC1
entry no.,20,10,12,15,26,18,22
H9c2 TAG inh,4.5,7.7,14.8,4.2,1.7,2.5,-23.7
H9c2 TAG inh DAPI viability,-3.6,-5.8,-0.4,-10.7,2.0,2.3,1.9

#7 COc1ccc(NS(=O)(=O)c2cccc(C(=O)NNC(=O)CNC(=O)c3ccco3)c2)cc1
#25 NC(=O)CC(NC(=O)Cc1ccc(Br)cc1)c1ccc(N2CCC(Br)CC2)c([N+](=O)[O-])c1 (stereo not given)
entry no.,7,25
H9c2 TAG inh,-0.4,1.2
H9c2 TAG inh DAPI viability,12.6,-7.1

(cont.)
#36 COc1cc(C(=O)Oc2ccccc2/C=N/NC(=O)c2ccc(Cl)cc2Cl)cc(OC)c1OC
#37 O=C(Nc1ccc(F)c(F)c1)C1CCCN(S(=O)(=O)c2cnc[nH]2)C1 (stereo not given)
#38 CCn1c(SCC(=O)NCCc2ccccc2)nc2sc3c(c2c1=O)CCN(C)C3
#39 COc1ccc(-c2csc(NC(=O)c3cc(C)oc3C)n2)cc1OC
#40 CN1C(C(=O)Nc2ccc(F)cc2F)=CC(c2cccs2)=NS1(=O)=O
entry no.,36,37,38,39,40
H9c2 TAG inh,8.7,14.9,-3.4,-9.2,0.3
H9c2 TAG inh DAPI viability,-9.3,-4.7,9.0,1.9,-1.6

#41 CCOc1ccc(N2C(=O)/C(=C/c3ccccc3OCC(=O)OC)N(CC(=O)OC)C2=S)cc1
#42 O=C(O)CCc1ccc(-c2ccccc2)n1Cc1ccco1
#43 O=C(COc1ccc(F)cc1Br)NCc1nnc2ccccn12
#44 Cn1nc(-c2ccc(Cl)cc2)cc1NC(=O)CCCC(=O)O
#45 CCN(CCS(=O)(=O)c1ccc(Br)cc1)Cc1nc2ccccc2c(=O)[nH]1
entry no.,41,42,43,44,45
H9c2 TAG inh,-0.8,-4.8,-7.3,1.8,-15.3
H9c2 TAG inh DAPI viability,-11.8,5.0,-2.8,-2.3,-7.6

#46 Cc1ccc2cc(CN(CCN(C)C)C(=O)Nc3ccc(Cl)cc3)c(=O)[nH]c2c1
#47 Cc1ccccc1S(=O)(=O)N1[C@@H](c2cccc(Cl)c2)C(C(=O)O)=CC[C@H]1c1ccc(Cl)cc1
#48 CC(=O)c1ccc(OCC(=O)Nc2ccc3c(c2)CCC3)cc1
#49 CCC(C)n1c(C)cc(=O)n1C(C)CC (stereo not given)
#50 CN(CCOc1ccccc1)C(=O)c1cc(S(=O)(=O)N2CCOCC2)ccc1Cl
entry no.,46,47,48,49,50
H9c2 TAG inh,1.0,-4.9,-3.1,-1.7,10.0
H9c2 TAG inh DAPI viability,17.3,-6.5,7.3,-4.5,2.2

#51 CCCc1cc(=O)[nH]c(SCC(=O)Nc2ccc(C)c(S(=O)(=O)N3CCCCC3)c2)n1
#52 COc1ccccc1-n1cnnc1SCC(=O)Nc1cc(C(C)(C)C)nn1-c1ccccc1
#53 O=C(Nc1nccs1)c1cccc(NC(=O)c2ccco2)c1
#54 CSCCC(NC(=O)c1cc(S(=O)(=O)N2CCOCC2)ccc1F)c1nc2ccccc2[nH]1 (stereo not given)
#55 O=C(CN1C(=O)NC2(CCCCC2)C1=O)Nc1ccc(Cl)c(S(=O)(=O)N2CCOCC2)c1
entry no.,51,52,53,54,55
H9c2 TAG inh,14.2,18.9,12.7,-2.2,6.8
H9c2 TAG inh DAPI viability,-10.2,-5.9,6.9,0.3,-6.6

#56 COCCNC(=S)NN=C1CCCCC1
#57 Cc1cc(C(=O)NNC(=O)c2cccc(C(F)(F)F)c2)no1
#58 O=C(CSc1nnc(-c2ccco2)n1Cc1ccco1)Nc1ccccc1
#59 CCOc1ccc(S(=O)(=O)Nc2cccc(C)c2)c2cccnc12
#60 Cn1nc(NC(=O)C(F)(F)F)c2nccnc21
entry no.,56,57,58,59,60
H9c2 TAG inh,-15.0,-2.2,-0.9,-5.1,-0.5
H9c2 TAG inh DAPI viability,3.9,3.8,7.6,5.9,9.7

#61 CCCNc1cc(=S)nc(N)[nH]1
#62 N#CC1CCN(c2ncccc2[N+](=O)[O-])CC1
#63 CCOC(=O)c1c(NC(=O)/C=C/C(=O)O)sc(C)c1-c1ccc(F)cc1
#64 O=S(=O)(N/N=C1/CCCc2ccccc21)c1ccc(Br)cc1
#65 COc1cccc(NC(=O)N2CCCC2C(=O)NCc2ccc(Cl)cc2)c1 (stereo not given)
entry no.,61,62,63,64,65
H9c2 TAG inh,2.8,12.6,1.0,-30.0,13.2
H9c2 TAG inh DAPI viability,-4.8,-7.3,-6.6,-2.7,-24.2

#66 CCCC(c1nnnn1CS(=O)(=O)c1ccc(C)cc1)N1CCN(c2ccc(F)cc2)CC1 (stereo not given)
#67 COc1ccc(-c2nc(CSCC(=O)N3CCC(C(N)=O)CC3)c(C)o2)cc1OC
#68 COc1ccc(OCc2cc(C(=O)N3CCCC(CO)C3)no2)c2ccccc12 (stereo not given)
#69 CCN(C(=O)CSc1ccc2ccccc2n1)C1CCCCC1
#70 O=C(NNC(=S)Nc1ccccc1Cl)c1ccncc1
entry no.,66,67,68,69,70
H9c2 TAG inh,-195.6,-1.5,-11.7,-3.4,-4.3
H9c2 TAG inh DAPI viability,9.7,-2.6,2.0,2.6,7.2

#71 Cc1ncc(CCl)c2c1OC(C)(C)OC2
#72 COCCNC(=O)c1ccc(CN2CCOCC2)cc1
#73 CCc1noc(C)c1C(=O)Nc1nc(-c2ccc(OC)c(OC)c2)cs1
#74 Cc1ccc([C@H]2C[C@H](n3cc(-c4ccc(F)cc4)nn3)[C@@H](O)CN2CC2CCCCC2)cc1
#75 CC1(C(=O)NS(=O)(=O)C2CC2)CCN(C(=O)c2cc3ccccc3s2)C1 (stereo not given)
entry no.,71,72,73,74,75
H9c2 TAG inh,-10.7,6.4,1.4,5.3,3.8
H9c2 TAG inh DAPI viability,-9.1,1.5,9.4,12.6,6.8

#76 Cn1c(NCc2ccccc2F)nc2cc(-c3cccc(Cl)c3)sc2c1=O
#77 O=C(Nc1nnc([C@@H]2C[C@H](O)[C@@H](CO)O2)s1)Nc1ccc(F)cc1F
#78 CC(=O)c1ccc(NC(=O)COC(=O)CCN2C(=O)c3cccc([N+](=O)[O-])c3C2=O)cc1
#79 COc1ccc(C2=C(C=O)Cc3ccccc3O2)cc1
#80 C=CCNc1cnn(-c2ccc(C)cc2)c(=O)c1Cl
entry no.,76,77,78,79,80
H9c2 TAG inh,5.8,-1.4,3.0,4.0,-3.6
H9c2 TAG inh DAPI viability,2.0,-5.4,0.6,-14.0,-6.6

#81 CCn1c(=S)[nH]c2sc3c(c2c1=O)CCCCC3
#82 Cc1cccc(C(C)C)c1NC(=O)COC(=O)CCN1C(=O)C2CC=CCC2C1=O (stereo not given)
#83 C[C@@H]1CN([C@H](C)CO)C(=O)CCCn2nncc2CO[C@@H]1CN(C)C(=O)Nc1ccc(N2CCCCC2)cc1
#84 O=S(=O)(c1cccc2nonc12)N1CCCCC1
#85 CCC(CC)C(=O)Nc1cccc(C(=O)Nc2nnc(C)s2)c1
#86 C[C@H](CO)N1C[C@H](C)[C@H](CN(C)Cc2ccncc2)Oc2ccc(NC(=O)Nc3ccc(C(F)(F)F)cc3)cc2CC1=O
#87 CCn1c(SCC(=O)N(C)c2c(N)n(Cc3ccccc3)c(=O)[nH]c2=O)nc2ccccc21
#88 CC1CCC(NC(=O)C2COc3ccccc3O2)CC1 (stereo not given)
entry no.,81,82,83,84,85,86,87,88
H9c2 TAG inh,8.3,6.5,-4.0,10.7,14.4,24.8,-8.0,3.4
H9c2 TAG inh DAPI viability,1.0,-2.4,15.4,-0.3,-21.7,-9.8,2.2,4.6

The list is partial; the hit share may differ from the screen's.
